HCMV inh: qHTS Assay for inhibitors of the human cytomegalovirus (HCMV); activity change, negative = inhibition, % at 57.5 µM; HFF cells, HCMV-luciferase reporter, 72 h; active compounds read low; actives 4.5% (n = 410,000); in the data active = activity change below about -60%; inconclusive = no clear call, values can overlap the other calls; inactive = above about -39%
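Two compound doses tested in HFFs infected with HCMV-luciferase, MOI 1 PFU/cell, 72 h at 37C. Lysate luminescence read with OneGlo; data normalized against buffer-only and 10uM Salinomycin inhibitor controls.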
HCV inh: qHTS Assay for Inhibitors of Hepatitis C Virus (HCV); Potency, µM (highest dose often 41.8 µM), for the others: at the highest dose activity change, negative = inhibition, actives largely listed as inhibitors; Huh7.5.1 HCVcc-Cre infection, luciferase reporter, 44 h; actives 3.4% (n = 340,000); also: potency is read from the fitted curve at half-maximal effect
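After 44 h co-culture of compound, cells and HCVcc-Cre (~0.5 moi), substrate is added for 15 min at room temperature and luciferase measured over 15 sec. Cells were seeded at 1,000/well and pre-cultured 4 h.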
Tb PYK inh: qHTS of Trypanosoma Brucei Inhibitors | pyruvate kinase (Trypanosoma brucei), Q57TT1 | Potency, µM (top dose mostly 76.8 µM), for inactives: top-dose activity, negative = inhibition, hits mostly inhibitors | actives 0.12% (n = 410,000) | TbPYK enzyme, Kinase-Glo Plus ATP luminescence, 45 min | AID 624173, 2012; also: potency is read from the fitted curve at half-maximal effect; nearly all actives have a fitted effect of over 50% in size
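Glycolytic pyruvate kinase of T. brucei was incubated with substrate, test compound and 130 uM ADP for 45 minutes at room temperature. Luminescent Kinase-Glo Plus signal was measured after 10 minutes.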
AMA1-RON2 inh: qHTS for Inhibitors of AMA1-RON; Towards Development of Antimalarial Drug Lead: Primary Screen | AlphaScreen AMA1-biotinylated RON2 peptide binding | Plasmodium falciparum AMA1 (3D7) - RON2 peptide interaction | Potency, µM (titrated, usually from 58.2 µM), inactives show top-dose activity change, negative = inhibition, hits mostly inhibitors | actives 0.2% (n = 360,000);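 also: potency is read from the fitted curve at half-maximal effect; 0% = vehicle wells and -100% = peptide control; nearly all actives have a fitted effect of over 45% in size; some results filed as inactive show a strong effect at the top dose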
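AMA1 (3D7) with his tag at 25 nM final met compounds first, then biotinylated RON2 peptide at 25 nM; detection used donor plus acceptor beads, 10 µg/mL apiece, read by AlphaScreen after 30 min at room temperature.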
AmpC no deterg: qHTS Inhibitors of AmpC Beta-Lactamase (assay without detergent); P00811; AmpC nitrocefin hydrolysis, absorbance 480 nm, 0.0001% Triton; Potency, µM (series often up to 57.1 µM), inactives show top-dose activity change, negative = inhibition, usual class: inhibitors; actives 0.52% (n = 330,000); AID 485341, 2010;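 also: potency is read from the fitted curve at half-maximal effect; plate controls were no compound for no effect and no enzyme for full effect; nearly all actives have a fitted effect of over 20% in size; some results filed as inactive show a strong effect at the top dose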
Target sequence (P00811 whole entry, looked up): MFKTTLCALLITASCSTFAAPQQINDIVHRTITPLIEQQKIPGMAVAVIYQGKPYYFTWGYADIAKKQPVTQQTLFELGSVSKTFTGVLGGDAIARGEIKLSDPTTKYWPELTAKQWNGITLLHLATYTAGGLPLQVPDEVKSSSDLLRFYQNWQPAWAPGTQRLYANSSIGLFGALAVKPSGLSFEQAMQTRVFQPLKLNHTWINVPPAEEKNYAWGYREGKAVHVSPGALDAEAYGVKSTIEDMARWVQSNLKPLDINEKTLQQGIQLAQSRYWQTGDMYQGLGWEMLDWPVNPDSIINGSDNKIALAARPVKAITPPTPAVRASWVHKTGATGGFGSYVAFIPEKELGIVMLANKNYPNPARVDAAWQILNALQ
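AmpC (5.3 nM in the dispensed reagent) in 20 mM phosphate pH 7.0 with 0.01% (detergent screen) or 0.0001% Triton X-100 was preincubated with compounds for 15 min at room temperature. Nitrocefin was then added from an 800 uM solution, and hydrolysis was followed at 480 nm.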
AmpC detergent: qHTS Inhibitors of AmpC Beta-Lactamase (assay with detergent) | AmpC hydrolysis of nitrocefin, absorbance 480 nm, 0.01% Triton | Potency, µM (titrated, usually from 114 µM), for the others: top-dose activity change, negative = inhibition, usual class: inhibitors | actives 0.041% (n = 370,000);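 also: potency is read from the fitted curve at half-maximal effect; 0% = no-compound wells and -100% = no-enzyme wells; nearly all actives have a fitted effect of over 25% in size; some results filed as inactive show a strong effect at the top dose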
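20 mM phosphate pH 7.0 + 0.01% (detergent screen) or 0.0001% Triton X-100; 5.3 nM AmpC reagent; cpd preinc 15 min RT; nitrocefin (800 uM stock) to start; A480 q20 s × 4 min; Activity was normalised to no-enzyme and no-compound control wells.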
LmPK inhibitor: qHTS Assay for Inhibitors of Leishmania Mexicana Pyruvate Kinase (LmPK). purified LmPK, Kinase-Glo ATP luminescence, 1 h. Potency, µM (titrated, usually from 57.5 µM), without a hit: top-dose activity change, negative = inhibition, most hits filed as inhibitors. actives 0.37% (n = 290,000); also: potency is read from the fitted curve at half-maximal effect
Target sequence (Q27686 whole entry, looked up): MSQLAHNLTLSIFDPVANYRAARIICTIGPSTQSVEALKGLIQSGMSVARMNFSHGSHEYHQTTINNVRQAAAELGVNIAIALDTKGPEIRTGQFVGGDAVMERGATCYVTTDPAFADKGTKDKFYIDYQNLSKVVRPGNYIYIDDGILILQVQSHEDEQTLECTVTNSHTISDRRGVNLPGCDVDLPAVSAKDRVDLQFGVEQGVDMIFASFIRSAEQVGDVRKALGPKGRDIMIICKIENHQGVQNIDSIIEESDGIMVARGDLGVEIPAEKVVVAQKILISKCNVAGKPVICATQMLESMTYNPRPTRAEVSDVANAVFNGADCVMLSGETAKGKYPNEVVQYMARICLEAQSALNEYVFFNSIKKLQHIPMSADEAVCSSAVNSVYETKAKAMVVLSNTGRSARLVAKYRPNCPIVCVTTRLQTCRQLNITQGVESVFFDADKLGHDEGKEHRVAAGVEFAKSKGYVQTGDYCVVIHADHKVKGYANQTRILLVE
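0.1 nM LmPK, 0.5 mM PEP, 0.1 mM ADP; 50 mM imidazole pH 7.2, 7 mM MgCl2, 50 mM KCl; 1 h RT. Kinase-Glo luminescence readout, normalized to no-enzyme (full inhibition) and uninhibited wells.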
An asterisk follows results filed as active; ? = inconclusive; . = not tested or not shown; [ ] = remark or other dose. Unless noted, calls follow the shape of the dose curve; as a rule, active = well fitted curve in the direction sought with a large enough effect; inconclusive = small, poorly fitted or top-dose-only effect, or another doubt; inactive = no such curve, though single readings can be large; an effect the other way counts as inactive or inconclusive. Unless noted, % is scaled to controls: 0 for no effect and ±100 for the full control effect.

Values run as follows: HCMV inh | AmpC no deterg | LmPK inhibitor | AmpC detergent | AMA1-RON2 inh | HCV inh | Tb PYK inh
O=C1N/C(=C/c2cccs2)C(=O)N1Cc1ccc(F)cc1
 : 5 | -15% | 2% | 3% | -18% | ? | 3%
CC(=O)NC(=S)Nc1ccccc1F
 : -20 | -7% | 1% | ? | -7% | 13% | 0%
O=C(CCc1nc(-c2ccccc2Cl)no1)NC1CCCCC1
 : -28 | 10% | -11% | 2% | 2% | ? | 2%
COc1cccc(Cn2c(=O)c3ccccc3n3nc(C)cc23)c1
 : -22 | 43% | 4% | 6% | 5% | -8% | 5%
O=C(c1ccc(S(=O)(=O)Nc2cccc(C(F)(F)F)c2)cc1)N1CCC1
 : -25 | 1% | -3% | -1% | 0% | . | -3%
CCN1C(=O)[C@H]2[C@@H](c3ccc(C)cc3)N3C(=O)N(c4cccc(Cl)c4)C(=O)[C@@]3(Cc3ccccc3)[C@H]2C1=O
 : ? | 118%[activator] | . | -1% | -3% | ? | -4%
Cc1ccsc1C(=O)OCC(=O)N(C)C1CCCCC1
 : 165 | 4% | . | . | -6% | 2% | -9%
COc1ccc(C2C(=O)N(CCc3ccccc3)CC(=O)N2C2CCCCC2)cc1 (stereo not drawn)
 : ? | 35% | 4% | -2% | 3% | -9% | 2%
COc1ccc(CNC(=O)c2sccc2-c2ccccc2)cc1OC
 : -71* | -15% | 1% | 3% | 4% | -30% | 1%
CCc1cccc(NC(=O)C2CCN(S(=O)(=O)c3ccc4c(c3)NC(=O)CO4)CC2)c1
 : 1 | -27% | -11% | -4% | -1% | ? | 0%
Cc1cc(C(=O)CSc2nnnn2C)c(C)n1-c1cccc(F)c1
 : -16 | -3% | -3% | ? | -3% | ? | -2%
CCn1c(=O)c2cc(C(=O)NCCc3ccc(OC)c(OC)c3)sc2c2ccccc21
 : -11 | . | . | -5% | . | . | -3%
CN(C)S(=O)(=O)c1cccc(NC(=O)COC(=O)CCc2nc3ccccc3s2)c1
 : 66 | -15% | 8% | -4% | 6% | 5% | 2%
O=C(COc1ccc(CO)cc1)Nc1ccc(F)cc1
 : 28 | -19% | 0% | -6% | 2% | -1% | -7%
CC1CC(C)CN(c2ccc(C(=O)OCC(=O)NC3CCCc4ccccc43)cc2[N+](=O)[O-])C1 (stereo not drawn)
 : -14 | -20% | 0% | -8% | 10% | -3% | 0%
CCCOc1ccc(C(=O)Nc2ccc3oc(-c4ccc5ccccc5c4)nc3c2)cc1
 : 36 | . | . | 9% | . | . | 0%
O=c1cc(-c2ccccc2)nc2cc(-c3ccc(Br)cc3)[nH]n12
 : 4 | -24% | 1% | -1% | 12% | 16% | 1%
CCc1nc2ccc(C(=O)Nc3cccc(NS(C)(=O)=O)c3)cn2c1N(CC)CCOC
 : 8 | . | . | . | 0% | . | 3%
Cc1occc1C(=O)Nc1nnc(C2CCCCC2)s1
 : 21 | -19% | -5% | ? | 17% | . | -5%
CCOC(=O)c1ccc(N2C(=O)C(CC(N)=O)N(CCc3ccc(OC)c(OC)c3)C2=S)cc1 (stereo not drawn)
 : 36 | 185%[activator] | 1% | -13% | 0% | 6% | 1%
CC1=CC(C)(C)n2c(O)c(N=N)c3cc(C)cc1c32
 : 55 | -13% | -1% | ? | -20% | -26% | 9%
CC(=O)N1CCC(C(=O)N2CCN(S(=O)(=O)c3ccc(Cl)s3)CC2)CC1
 : -2 | . | . | . | 0% | 13% | -6%
CC(=O)NS(=O)(=O)c1ccc(NC(=O)/C=C/c2ccc(C)o2)cc1
 : -4 | -13% | 4% | 5% | 15% | 5% | ?
Cc1c(C(=O)N(C)C)sc2nc(-c3ccccn3)[nH]c(=O)c12
 : 47 | . | -3% | . | -45% | -12% | -8%
O=C(CN1C(=O)NC2(CCCCC2)C1=O)Nc1cccc(S(=O)(=O)N2CCCC2)c1
 : 29 | -27% | . | 4% | -22% | ? | -2%
O=C(CNC(=O)c1cccs1)NCC(=O)OCc1cccc(Cl)c1
 : ? | -19% | -6% | -6% | -2% | 29% | 0%
NC(=O)c1nsc(C(=O)N(c2ccc3c(c2)OCCO3)C(C(=O)NCC2CCCO2)c2ccc(F)cc2)c1N (stereo not drawn)
 : -74* | 82%[activator] | 8% | 2% | -23% | ? | 0%
Cc1ccc(S(=O)(=O)N2C[C@H]3n4c(=O)ccc(=O)n4C[C@H](OC(=O)NC4CCCC4)[C@@]3(O)C2)cc1
 : -25 | . | . | . | -1% | . | -2%
C=CCn1c(SCc2cccc(C#N)c2)nnc1-c1ccccc1O
 : -2 | -19% | 4% | ? | 3% | 11% | -11%
O=C(CNC(=O)c1ccccc1F)N/N=C\C=C\c1ccccc1
 : -13 | -16% | -7% | -5% | 27% | 2% | -1%

3 records picked at random from those above, as already listed:
Values run as follows: HCMV inh | AmpC no deterg | LmPK inhibitor | AmpC detergent | AMA1-RON2 inh | HCV inh | Tb PYK inh
Cc1cc(C(=O)CSc2nnnn2C)c(C)n1-c1cccc(F)c1
 : -16 | -3% | -3% | ? | -3% | ? | -2%
NC(=O)c1nsc(C(=O)N(c2ccc3c(c2)OCCO3)C(C(=O)NCC2CCCO2)c2ccc(F)cc2)c1N (stereo not drawn)
 : -74* | 82%[activator] | 8% | 2% | -23% | ? | 0%
O=C(CCc1nc(-c2ccccc2Cl)no1)NC1CCCCC1
 : -28 | 10% | -11% | 2% | 2% | ? | 2%

Continuation:
Values run as follows: HCMV inh | AmpC no deterg | LmPK inhibitor | AmpC detergent | AMA1-RON2 inh | HCV inh | Tb PYK inh
CCC(=O)Nc1cccc(C(=O)/C=C/c2cc(Br)ccc2OC)c1
 : -104* | 3% | -1% | -8% | 0% | 11µM* | -4%
O=C(CSc1ncn[nH]1)NC12CC3CC(CC(C3)C1)C2
 : -17 | -1% | -5% | 4% | -3% | -4% | 3%
CC(C)CNS(=O)(=O)c1ccc(OCC(=O)Nc2ccc3c(c2)OCCO3)cc1
 : -5 | 19% | 5% | -1% | -26% | ? | 3%
Cc1cc(C)n2c(NC3CCCCC3)c(-c3ccccn3)nc2n1
 : 4 | . | . | . | -42% | . | -1%
CN1C2CCC1CC(NS(=O)(=O)c1cc(Cl)c(Cl)cc1Cl)C2 (stereo not drawn)
 : 6 | -4% | -8% | -2% | -16% | -9% | 8%
COc1ccccc1Cc1c(-c2ccccc2)nc2cc(C)c(Br)c(C)n12
 : 25 | . | . | . | -6% | . | 2%
O=[N+]([O-])c1ncccc1OCc1ccc(Br)cc1F
 : -7 | 1% | 5% | -3% | -19% | 9% | -5%
CCn1c(N2CCN(C(=O)Nc3ccc(F)cc3)CC2)nc2ccccc21
 : -29 | -25% | 0% | 2% | 1% | -26% | 1%
CN(C)c1ncnc2c1ncn2[C@H]1CN(CCN2CCOCC2)C[C@@H](CO)O1
 : -33 | . | . | . | 3% | . | -7%
COc1cc(/C=N/n2c(C3CCCCC3)n[nH]c2=S)cc(OC)c1O
 : 57 | -24% | -5% | -3% | 60%[activator] | -4% | ?
O=C(NCc1cccc(Cl)c1)c1cccc(C(F)(F)F)c1
 : -35 | -31% | -3% | -18% | 24% | ? | 2%
COc1ccc(NC(=O)Cn2c(=O)oc3cc(S(=O)(=O)N4CCCCC4C)ccc32)cc1 (stereo not drawn)
 : ? | . | . | 6% | . | . | 1%[15.4 µM]
O=C(CNC(=O)c1ccccc1F)c1ccccc1
 : 27 | -9% | -13% | 4% | 7% | 16% | -3%
Cc1ccccc1NC(=O)NCC1CCN(C(=O)OC(C)(C)C)CC1
 : -17 | 17% | 0% | 2% | -9% | 11% | -11%
Cc1ccc(-c2cc(C(=O)NCCCN3CCOCC3)no2)cc1
 : -67* | -10% | 0% | -5% | 0% | -19% | 1%
O=C(c1cn(-c2ccccc2)nc1-c1cccs1)N1CCOCC1
 : 0 | 21% | -1% | 2% | -6% | -6% | 3%
Cc1ccc(-n2nnc3c(=O)n(Cc4cc(C)ccc4C)cnc32)cc1
 : 6 | -13% | 1% | 1% | -9% | -9% | -6%
CCCCC(=O)N1C/C=C\[C@H](c2ccc(OC)cc2)N(Cc2ccc(F)cc2)C(=O)[C@@H]1C
 : -10 | . | . | . | -5% | ? | -2%
CC(C)(C)C(=O)Nc1c2c(nn1-c1ccccc1)CSC2
 : 0 | -18% | -1% | -8% | 0% | 1% | 5%
O=C1c2ccc(Br)cc2C(=O)N1c1ccc(Cl)cn1
 : 29 | -3% | -1% | 4% | -7% | 8% | 5%
Cc1ccccc1C(=O)NNc1ccc(-c2csnn2)cc1
 : 45 | -31% | 3% | -3% | -28% | 4% | -5%
O=C(O)CC(NC(=O)CCC1CCCCC1)c1cc([N+](=O)[O-])ccc1Cl (stereo not drawn)
 : -35 | -22% | 0%[11.5 µM] | -3% | 20% | 25% | 3%
O=C(O)CCCCCN1C(=O)c2ccc(C(=O)O)cc2C1=O
 : -24 | -9% | 3% | -10% | 0% | 25% | 4%
CC1(c2ccc(Cl)cc2)NC(=O)N(CN2CCOCC2)C1=O (stereo not drawn)
 : 6 | -10% | 1% | -7% | -11% | 7% | -1%
Cc1cccc(N2CCN(C(=O)CN3CCOc4ccccc43)CC2C)c1 (stereo not drawn)
 : ? | 87%[activator] | 16% | -5% | -22% | 0% | -3%
Cc1cc(NC(=O)c2ccc(C)s2)n(-c2ccccc2)n1
 : 27 | -15% | 4% | ? | 16% | -28% | -5%
CCN(c1ccccc1)S(=O)(=O)c1ccc(C(=O)Nc2nccs2)cc1
 : -37 | -35% | 1% | -14% | 0% | 13% | -5%
COc1cccc(CN2CC(C(=O)NCc3ccc(Cl)s3)CCC2=O)c1 (stereo not drawn)
 : -18 | 125%[activator] | -2% | -4% | 1% | -7% | -11%
O=C(NCCCN1CCCC1=O)c1ccc(NS(=O)(=O)c2ccccc2)cc1
 : -6 | -8% | . | -14% | -5% | 22% | -1%
Cc1cc(C)c(OCCCCN2CCNCC2)c(C)c1
 : 20 | 25% | -2% | 5% | -1% | ? | 0%

Assay outcomes (PubChem)
